Screens as filed in PubChem.
CIT2-GFP yeast: alters CIT2-GFP fluorescence in TOR pathway yeast screen. S. cerevisiae CIT2-GFP strain, flow cytometry, 3 h; 100 means same as DMSO wells. GFP response vs DMSO, % at 10 µM. hit rate 0.065% among 320,000. AID 2029;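 active = GFP response relative to DMSO above a set limit, near the screen mean plus 3 SD, cut at about 150% in these data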;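 note: ratio of well median GFP fluorescence to mean of DMSO wells on the plate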
BCLXL inh: blocks human Bcl-xL binding to Bim BH3 peptide; GST-Bcl-xL / FITC-Bim BH3 peptide fluorescence polarization; inhibition, % at 10.9 µM; hit rate 0.7% among 320,000;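 active = inhibition above the mean of all tested compounds plus 3 SD, cutoff set per campaign, cut at about 30% in these data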;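 note: 0% = DMSO wells and 100% = unlabeled Bim-BH3 peptide competitor; inhibitors lower millipolarization by displacing the labeled peptide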
GRK2 aptamer HTS: human GRK2 inhibition via aptamer displacement; P25098; bead flow cytometry, FAM-aptamer displacement from GRK2; inhibition of aptamer binding, % at 10 µM; hit rate 0.59% among 330,000; AID 488847;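 active = inhibition of aptamer binding above 40%, roughly 3 SD of noise, on plates passing a quality check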;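 note: median bead fluorescence of bound FAM aptamer so fluorescent compounds give negative values; no value below 0 was filed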
AGP1 TOR yeast: yeast TOR pathway AGP1-GFP modulation; AID 2066; S. cerevisiae AGP1-GFP multiplex flow cytometry, 3 h; GFP as percent of DMSO wells; hit rate 0.02% among 320,000; GFP response vs DMSO, % at 10 µM;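 active = GFP response relative to DMSO above a set limit, near screen average plus 3 SD, cut at about 150% in these data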;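 note: median GFP channel fluorescence of the gated AGP1 strain per well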
GLD-1 TGE inh: GLD-1-TGE RNA interaction inhibition (C. elegans); inhibition, % at 5.96 µM; purified GLD-1 + fluorescein TGE RNA, fluorescence polarization; Q17339; hit rate 0.44% among 320,000;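 active = percent inhibition above a per-plate cutoff, the plate mean of test compounds plus 3 SD, cut at about 30% in these data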;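 note: 0% = DMSO wells with GLD-1 and probe and 100% = wells lacking GLD-1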
Target sequence (Q17339 whole entry, looked up): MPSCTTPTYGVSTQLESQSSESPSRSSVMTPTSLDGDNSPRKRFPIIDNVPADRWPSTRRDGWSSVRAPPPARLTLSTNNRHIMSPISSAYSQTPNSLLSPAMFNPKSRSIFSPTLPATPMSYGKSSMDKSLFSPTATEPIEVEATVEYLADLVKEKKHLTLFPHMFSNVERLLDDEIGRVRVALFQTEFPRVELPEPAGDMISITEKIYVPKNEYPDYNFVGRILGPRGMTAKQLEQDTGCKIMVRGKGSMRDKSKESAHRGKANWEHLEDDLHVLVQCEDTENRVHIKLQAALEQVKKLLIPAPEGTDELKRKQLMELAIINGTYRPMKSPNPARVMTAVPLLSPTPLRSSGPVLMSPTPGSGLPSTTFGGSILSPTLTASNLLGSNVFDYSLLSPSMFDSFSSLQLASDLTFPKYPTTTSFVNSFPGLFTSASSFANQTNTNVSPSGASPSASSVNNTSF
VLA-4 inh: inhibition in a human VLA-4 binding assay. AID 2557. P13612. inhibition, % (about 7 µM as worked out from the volumes in the protocol). VLA-4 expressing cells, ligand binding flow cytometry. hit rate 0.2% among 330,000; in the data active = inhibition above about 50%
MCL1-BIM inh: disrupts human MCL1 binding to BIM-BH3 peptide | GST-MCL1 / FITC-Bim-BH3 fluorescence polarization | inhibition, % at 10.9 µM | hit rate 0.68% among 320,000 | AID 2057;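 active = inhibition above the mean inhibition of all tested compounds plus 3 SD, set per campaign, cut at about 40% in these data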;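 note: 0% = DMSO wells and 100% = unlabeled Bim-BH3 peptide control; higher means more loss of mP so more displacement of Bim peptide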
MEX-5 binding: C. elegans MEX-5 TCR-2 RNA binding activity. Q9XUB2. MEX-5/FITC-TCR2 RNA binding, fluorescence polarization; hits give low values. activity score (negative = inhibition of binding), % at 10 µM. hit rate 0.38% among 300,000. AID 1832;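 active = inhibition past about -25% in most replicates, and total fluorescence under double the plate's negative control median, limit read from the data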;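 note: 0% = DMSO and -100% = 5 µM competing unlabeled TCR2 RNA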
Target sequence (Q9XUB2 whole entry, looked up): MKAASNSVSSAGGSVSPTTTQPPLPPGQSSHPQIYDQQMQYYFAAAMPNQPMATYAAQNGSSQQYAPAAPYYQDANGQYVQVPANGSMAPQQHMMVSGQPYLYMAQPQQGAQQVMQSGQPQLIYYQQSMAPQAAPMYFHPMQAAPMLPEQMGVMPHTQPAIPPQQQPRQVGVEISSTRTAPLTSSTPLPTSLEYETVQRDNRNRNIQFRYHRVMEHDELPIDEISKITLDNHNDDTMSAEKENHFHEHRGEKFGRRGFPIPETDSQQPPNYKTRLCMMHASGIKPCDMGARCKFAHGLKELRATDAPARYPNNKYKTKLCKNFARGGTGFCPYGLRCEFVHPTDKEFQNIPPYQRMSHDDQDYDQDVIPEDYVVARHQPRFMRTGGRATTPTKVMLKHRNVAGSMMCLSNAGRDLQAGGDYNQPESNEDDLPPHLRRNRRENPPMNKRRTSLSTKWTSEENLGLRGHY
CR mimetic SO: caloric restriction mimetics inhibiting age-related superoxide in yeast | S. cerevisiae aged cells, superoxide DHE fluorescence; hits give low values | superoxide response (% of plate mean), % at 10 µM | hit rate 0.18% among 330,000 | AID 2690;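 active = superoxide response under a set limit, about three screen SD below normal, cut at about 65% in these data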;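 note: yeast aged for seven days with compound at 30 °C before DHE staining; 100% = average MFI of all compound-treated wells on the plate with controls excluded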
An asterisk follows results filed as active.

CCCCC1CC1C(=O)Nc1ccc(OC)c(OC)c1 (stereo not given) was read as CIT2-GFP yeast 95, BCLXL inh 2, GRK2 aptamer HTS 2, AGP1 TOR yeast 96, GLD-1 TGE inh 3, VLA-4 inh -1, MCL1-BIM inh 9, MEX-5 binding -0.9 and CR mimetic SO 93.
`CNC(=O)COC(=O)/C=C/c1ccc(F)cc1` gave CIT2-GFP yeast 107, BCLXL inh 1, GRK2 aptamer HTS 0, AGP1 TOR yeast 112, GLD-1 TGE inh -3, VLA-4 inh -2, MCL1-BIM inh -1, MEX-5 binding 0.8 and CR mimetic SO 97.
For S=c1[nH]nc(-c2cccs2)n1/N=C/c1cccs1 the results were CIT2-GFP yeast 82, BCLXL inh -33, GRK2 aptamer HTS 0, AGP1 TOR yeast 89, GLD-1 TGE inh 5, VLA-4 inh 5, MCL1-BIM inh -19, MEX-5 binding -1.9 and CR mimetic SO 97.
Screening Cc1c(N(C)S(=O)(=O)c2ccc(Cl)c(C(=O)N3CCC(C(N)=O)CC3)c2)c(=O)n(-c2ccccc2)n1C returned CIT2-GFP yeast 101, BCLXL inh 8, GRK2 aptamer HTS 0, AGP1 TOR yeast 107, GLD-1 TGE inh -1, VLA-4 inh 2, MCL1-BIM inh 2, MEX-5 binding 1.5 and CR mimetic SO 86.
`O=C(COc1ccccc1Cl)NC(=O)NC1CCCC1` gave BCLXL inh 4, GRK2 aptamer HTS 0, AGP1 TOR yeast 79, GLD-1 TGE inh -2, VLA-4 inh 0, MCL1-BIM inh 2 and CR mimetic SO 111.
`O=[N+]([O-])c1cccc(CSc2nc3ccccc3[nH]2)c1` gave CIT2-GFP yeast 87, BCLXL inh 4, GRK2 aptamer HTS 4, AGP1 TOR yeast 96, GLD-1 TGE inh 7, VLA-4 inh 5, MCL1-BIM inh -1, MEX-5 binding -0.5 and CR mimetic SO 97.
For Cc1ccc(NS(=O)(=O)c2ccc3c(c2)NC(=O)CO3)cc1C the results were CIT2-GFP yeast 107, BCLXL inh 5, GRK2 aptamer HTS 0, AGP1 TOR yeast 86, GLD-1 TGE inh 9, VLA-4 inh -15, MCL1-BIM inh 8, MEX-5 binding -2.1 and CR mimetic SO 99.
For COc1ccc(/C=C/C(=O)O)cc1S(=O)(=O)N1CCC(C)CC1 the results were CIT2-GFP yeast 100, BCLXL inh 7, GRK2 aptamer HTS 4, AGP1 TOR yeast 102, GLD-1 TGE inh -4, VLA-4 inh 2, MCL1-BIM inh 9, MEX-5 binding -0.2 and CR mimetic SO 95.
Screening COc1ccc(-c2nc3scc(-c4ccccc4)n3n2)cc1 returned CIT2-GFP yeast 95, BCLXL inh 1, GRK2 aptamer HTS 7, AGP1 TOR yeast 92, GLD-1 TGE inh 7, VLA-4 inh 4, MCL1-BIM inh -4, MEX-5 binding -1.6 and CR mimetic SO 108.
For FC(F)Oc1cccc2cccnc12 the results were CIT2-GFP yeast 102, BCLXL inh 5, GRK2 aptamer HTS 0, AGP1 TOR yeast 106, GLD-1 TGE inh -7, VLA-4 inh -1, MCL1-BIM inh 2, MEX-5 binding -0.2 and CR mimetic SO 115.

2 neighbouring entries already listed, quoted:
Screening Cc1c(N(C)S(=O)(=O)c2ccc(Cl)c(C(=O)N3CCC(C(N)=O)CC3)c2)c(=O)n(-c2ccccc2)n1C returned CIT2-GFP yeast 101, BCLXL inh 8, GRK2 aptamer HTS 0, AGP1 TOR yeast 107, GLD-1 TGE inh -1, VLA-4 inh 2, MCL1-BIM inh 2, MEX-5 binding 1.5 and CR mimetic SO 86.
`O=C(COc1ccccc1Cl)NC(=O)NC1CCCC1` gave BCLXL inh 4, GRK2 aptamer HTS 0, AGP1 TOR yeast 79, GLD-1 TGE inh -2, VLA-4 inh 0, MCL1-BIM inh 2 and CR mimetic SO 111.

Next section
Screening CC(C)(C)c1cc(CP(=O)(c2ccccc2)c2ccccc2)cc(C(C)(C)C)c1O returned CIT2-GFP yeast 97, BCLXL inh 1, GRK2 aptamer HTS 4, AGP1 TOR yeast 94, GLD-1 TGE inh 2, VLA-4 inh 7, MCL1-BIM inh 1, MEX-5 binding -0.7 and CR mimetic SO 106.
`O=C(O)C1CC=CCC1C(=O)c1ccccc1` (stereo not given) gave CIT2-GFP yeast 105, BCLXL inh 2, GRK2 aptamer HTS 0, AGP1 TOR yeast 95, GLD-1 TGE inh 4, VLA-4 inh 19, MCL1-BIM inh 3, MEX-5 binding -0.9 and CR mimetic SO 95.
CC(C)C[C@H](NC(=O)C1CCC(CNC(=O)[C@@H]2CCCN2C(=O)OC(C)(C)C)CC1)C(=O)O (stereo not given in full) was read as CIT2-GFP yeast 100, GRK2 aptamer HTS 2, AGP1 TOR yeast 101, VLA-4 inh -2, MEX-5 binding -1.0 and CR mimetic SO 89.
COc1ccc2ccc(O)c(CN(C)CC(=O)Nc3ccccc3C(F)(F)F)c2c1 was read as CIT2-GFP yeast 92, BCLXL inh 2, GRK2 aptamer HTS 0, AGP1 TOR yeast 88, GLD-1 TGE inh -4, VLA-4 inh 5, MCL1-BIM inh 3, MEX-5 binding 1.5 and CR mimetic SO 103.
`COc1ccc(CSc2nc3ccccc3c(=O)[nH]2)cc1F` gave CIT2-GFP yeast 91, BCLXL inh 5, GRK2 aptamer HTS 1, AGP1 TOR yeast 87, GLD-1 TGE inh 2, VLA-4 inh 0, MCL1-BIM inh 8, MEX-5 binding 6.0 and CR mimetic SO 107.
Screening CCN(C(=O)CN1C(=O)/C(=C/c2ccc(F)cc2)SC1=S)C1CCS(=O)(=O)C1 (stereo not given) returned CIT2-GFP yeast 97, BCLXL inh 3, GRK2 aptamer HTS 1, AGP1 TOR yeast 99, GLD-1 TGE inh -1, VLA-4 inh 12, MCL1-BIM inh 11, MEX-5 binding -1.3 and CR mimetic SO 93.
Screening Cc1cccc(NS(=O)(=O)c2cc3c(cc2C)n(C)c(=O)c(=O)n3C)c1 returned CIT2-GFP yeast 102, BCLXL inh 4, GRK2 aptamer HTS 0, AGP1 TOR yeast 106, GLD-1 TGE inh 2, VLA-4 inh 7, MCL1-BIM inh 2, MEX-5 binding -2.7 and CR mimetic SO 86.
For CCOC(=O)C1(CC2CCCCO2)CCN(Cc2nc(-c3cccs3)oc2C)CC1 (stereo not given) the results were CIT2-GFP yeast 96, BCLXL inh 0, GRK2 aptamer HTS 0, AGP1 TOR yeast 94, GLD-1 TGE inh 5, VLA-4 inh 13, MCL1-BIM inh 4, MEX-5 binding 0.1 and CR mimetic SO 101.
CCN(CC(=O)NC1CCS(=O)(=O)C1)Cc1nc2c(Br)cc(Br)cc2c(=O)[nH]1 (stereo not given) was read as CIT2-GFP yeast 100, BCLXL inh -16, GRK2 aptamer HTS 2, AGP1 TOR yeast 94, GLD-1 TGE inh 1, VLA-4 inh 7, MCL1-BIM inh -11, MEX-5 binding -3.1 and CR mimetic SO 88.
CC1CCN(c2ccc3c(c2)S(=O)(=O)c2cccc(C(=O)NC4CC4)c2C3=O)CC1 was read as CIT2-GFP yeast 98, GRK2 aptamer HTS 9, AGP1 TOR yeast 99, GLD-1 TGE inh -15, VLA-4 inh -33 and CR mimetic SO 103.
Screening CN1CCN(c2ccc(NC(=O)c3cc(S(N)(=O)=O)ccc3N3CCOCC3)cc2)CC1 returned CIT2-GFP yeast 102, BCLXL inh 2, GRK2 aptamer HTS 1, AGP1 TOR yeast 111, GLD-1 TGE inh -6, VLA-4 inh 0, MCL1-BIM inh -1 and CR mimetic SO 93.
For Cc1ccc(NC(=O)CCSc2ccccc2)c(C)c1 the results were CIT2-GFP yeast 94, BCLXL inh -1, GRK2 aptamer HTS 1, AGP1 TOR yeast 88, GLD-1 TGE inh 3, VLA-4 inh 0, MCL1-BIM inh 5, MEX-5 binding -0.4 and CR mimetic SO 99.
Cc1ccc(S(=O)(=O)N(C)c2ccc(C(=O)Nc3cccc(C)n3)cc2)cc1 was read as CIT2-GFP yeast 99, BCLXL inh 2, GRK2 aptamer HTS 5, AGP1 TOR yeast 84, GLD-1 TGE inh 1, VLA-4 inh 22, MCL1-BIM inh 0, MEX-5 binding -0.2 and CR mimetic SO 94.
For C=CCN1C(=O)C2C(C(=O)NC3CCCC3)C3C=CC2(O3)C1C(=O)NC1CCCC1 (stereo not given) the results were CIT2-GFP yeast 98, BCLXL inh 5, GRK2 aptamer HTS 0, AGP1 TOR yeast 102, GLD-1 TGE inh 0, VLA-4 inh 2, MCL1-BIM inh 2, MEX-5 binding 2.5 and CR mimetic SO 83.
Screening COc1ccc(OC)c(NC(=O)COc2coc(CN3CCc4ccccc43)cc2=O)c1 returned CIT2-GFP yeast 98, BCLXL inh 6, GRK2 aptamer HTS 0, AGP1 TOR yeast 104, GLD-1 TGE inh 9, VLA-4 inh 0, MCL1-BIM inh 5, MEX-5 binding 0.7 and CR mimetic SO 106.
COc1ccc(C(C)NC(=O)c2ccccc2)cc1 (stereo not given) was read as CIT2-GFP yeast 91, BCLXL inh 2, GRK2 aptamer HTS 2, AGP1 TOR yeast 94, GLD-1 TGE inh 6, VLA-4 inh -3, MCL1-BIM inh -1, MEX-5 binding 0.6 and CR mimetic SO 95.
For COc1cc(S(=O)(=O)NCc2ccc(F)cc2)ccc1-n1cnnn1 the results were CIT2-GFP yeast 101, BCLXL inh 7, GRK2 aptamer HTS 0, AGP1 TOR yeast 96, GLD-1 TGE inh 2, VLA-4 inh 11, MCL1-BIM inh 7, MEX-5 binding 1.0 and CR mimetic SO 108.
`O=C(CSc1nnc(CCc2nc3ccccc3[nH]2)n1-c1ccccc1)NCc1ccco1` gave CIT2-GFP yeast 101, BCLXL inh 5, GRK2 aptamer HTS 0, AGP1 TOR yeast 95, GLD-1 TGE inh 10, VLA-4 inh 9, MCL1-BIM inh 7, MEX-5 binding 0.8 and CR mimetic SO 106.
CC(=O)Cc1nsc(NC(=O)c2ccc(-c3ccc(Cl)cc3Cl)o2)n1 was read as CIT2-GFP yeast 100, BCLXL inh 5, GRK2 aptamer HTS 0, AGP1 TOR yeast 98, GLD-1 TGE inh 2, VLA-4 inh 1, MCL1-BIM inh -1, MEX-5 binding 2.8 and CR mimetic SO 137.
`COc1ccc(NC(=O)CN(C)C(=O)CC2CCCC2)cc1` gave CIT2-GFP yeast 100, BCLXL inh 1, GRK2 aptamer HTS 0, AGP1 TOR yeast 122, GLD-1 TGE inh 2, VLA-4 inh 3, MCL1-BIM inh 0, MEX-5 binding 1.4 and CR mimetic SO 108.
CCn1c(SCC(=O)NC2CCCCC2)nnc1-c1ccccc1F was read as CIT2-GFP yeast 102, BCLXL inh 5, GRK2 aptamer HTS 0, AGP1 TOR yeast 103, GLD-1 TGE inh -4, VLA-4 inh 0, MCL1-BIM inh 1, MEX-5 binding -0.3 and CR mimetic SO 93.
Screening CCOC(=O)C1=C(O)/C(=C\c2cccc(OC)c2)N=C1C returned CIT2-GFP yeast 98, BCLXL inh 11, GRK2 aptamer HTS 0, AGP1 TOR yeast 98, GLD-1 TGE inh 3, VLA-4 inh 8, MCL1-BIM inh 1, MEX-5 binding -3.3 and CR mimetic SO 93.
Screening CCc1cc(=O)oc2cc(C)cc(OCC(=O)NCc3cccnc3)c12 returned CIT2-GFP yeast 103, BCLXL inh 4, GRK2 aptamer HTS 2, AGP1 TOR yeast 105, GLD-1 TGE inh 0, VLA-4 inh 8, MCL1-BIM inh -2, MEX-5 binding -0.2 and CR mimetic SO 87.
For COc1ccc(-n2nc(C(=O)O)nc2-c2ccccc2)cc1 the results were CIT2-GFP yeast 99, BCLXL inh 3, GRK2 aptamer HTS 0, AGP1 TOR yeast 97, GLD-1 TGE inh 8, VLA-4 inh 7, MCL1-BIM inh 1, MEX-5 binding 1.8 and CR mimetic SO 83.
